# BRCA1 expr up – activators of BRCA1 expression; MCF7-BRCA1-FFLuc reporter, luminescence, 48 h; response scale: scaled: vehicle 0%, 10 µM genistein 100%; 380,000 tested, 1.1% active; Potency, µM (doses to about 46.1 µM), for inactives: at the highest dose activation, usual class: activators; active = well fitted activation curve with a large enough effect; inconclusive = small, poorly fitted or top-dose-only effect; inactive = no such curve, though single readings can be large or run the other way; note: nearly all actives have a fitted effect of over 80% in size; some results filed as inactive show a strong effect at the top dose
#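 Activators of BRCA1 expression were detected as increased firefly luciferase luminescence in engineered MCF7 cells after 48 h compound incubation. Signals were scaled to genistein 10 microM as full activation.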
# Starred values were filed as active, the others as inactive; ? = inconclusive. Potency is the fitted concentration of half-maximal effect. The list is partial, so the mix of outcomes need not match the whole.
# Start of the data: the first six entries, ahead of the listing:
SMILES,BRCA1 expr up
CCOC(=O)[C@]12CCC=C1N(Cc1ccccc1)C(=O)[C@H](CC(=O)N1CCSCC1)C2,17%
O=C1CCC[C@@H]2C=C[C@H](c3ccc(Br)cc3)[C@H]3CCN1[C@@H]32,-20%
O=C(Nc1ccc2c(c1)OCO2)c1cc(C2CCCCN2C(=O)c2ccccc2)on1 (stereo not drawn),3%
CCC(CC)C(=O)N(C)c1c(C)nc2c(OCC=C(C)C)cccn12,-14%
Cc1cc(C)cc(Cn2c3ccc(NC(=O)NCc4ccc(F)cc4)cc3c(=O)n2C)c1,-6%
CCN(CC)CCN(Cc1cc2cc3c(cc2[nH]c1=O)OCCO3)C(=S)NCCOC,-15%

# Results, repeating the preview:
SMILES,BRCA1 expr up
CCOC(=O)[C@]12CCC=C1N(Cc1ccccc1)C(=O)[C@H](CC(=O)N1CCSCC1)C2,17%
O=C1CCC[C@@H]2C=C[C@H](c3ccc(Br)cc3)[C@H]3CCN1[C@@H]32,-20%
O=C(Nc1ccc2c(c1)OCO2)c1cc(C2CCCCN2C(=O)c2ccccc2)on1 (stereo not drawn),3%
CCC(CC)C(=O)N(C)c1c(C)nc2c(OCC=C(C)C)cccn12,-14%
Cc1cc(C)cc(Cn2c3ccc(NC(=O)NCc4ccc(F)cc4)cc3c(=O)n2C)c1,-6%
CCN(CC)CCN(Cc1cc2cc3c(cc2[nH]c1=O)OCCO3)C(=S)NCCOC,-15%
COc1cccc(OCc2cc(C(=O)N(C)C3CCCCC3)no2)c1,11µM*
C[C@@H]1CN([C@@H](C)CO)C(=O)c2cc(NC(=O)C3CCCCC3)ccc2O[C@@H](C)CCCCO[C@@H]1CN(C)Cc1ccncc1,-2%
Cn1nc(SCc2ccccc2)c(=O)[nH]c1=O,1%
Cc1cnc(CNC(=O)c2csc(COCCO)n2)cn1,-3%
CS(=O)(=O)Nc1cccc(NC(=O)c2ccc(-c3ccc(F)c(F)c3)c3ccoc23)c1,0%
COc1ccc(-c2nnc3ccc(SC(C)C)nn23)cc1OC,-47%
C[C@H](CO)N1C[C@H](C)[C@@H](CN(C)C(=O)Nc2ccccc2)Oc2cc(Br)ccc2S1(=O)=O,-7%
CC(C)Oc1ccc(CN2CCC2(C)C(=O)Nc2ccc(Cl)c(Cl)c2)cc1 (stereo not drawn),-9%
COc1ncnc2c1ncn2CCCNC1CCN(Cc2ccccc2)CC1,10%
O=C(NCc1cccc(F)c1)c1[nH]c(C(F)(F)F)nc1-c1ccccc1,-31%
CN(CC(=O)Nc1ccc(Cl)cc1)CC(=O)Nc1sc2c(c1C(N)=O)CCC2,-48%
CC1(C)CC(=O)C2=C(C1)NC(=O)CC2,10%
Cn1nc(C2CC2)cc1NC(=O)C1(C)CCN1C(=O)CC(c1ccccc1)c1ccccc1 (stereo not drawn),-1%
CCC(C)[C@H](NC(=O)[C@@H]1Cc2ccccc2CN1)C(=O)NCc1ccc(C)cc1 (stereo partly drawn),-14%

# Ordered by the number under BRCA1 expr up (high to low): some entries from above.
SMILES,BRCA1 expr up
O=C(Nc1ccc2c(c1)OCO2)c1cc(C2CCCCN2C(=O)c2ccccc2)on1 (stereo not drawn),3%
Cn1nc(C2CC2)cc1NC(=O)C1(C)CCN1C(=O)CC(c1ccccc1)c1ccccc1 (stereo not drawn),-1%
Cc1cnc(CNC(=O)c2csc(COCCO)n2)cn1,-3%
CCC(C)[C@H](NC(=O)[C@@H]1Cc2ccccc2CN1)C(=O)NCc1ccc(C)cc1 (stereo partly drawn),-14%

# (continued)
SMILES,BRCA1 expr up
Cc1ccccc1-c1nc2c(=O)n(C)c(=O)nc-2n(C)n1,-78%
CSC[C@H]1CN(c2ccc(Br)cc2)C(=O)[C@@H]1CC(=O)Nc1ccccc1,6%
COC(=O)[C@]12CCCCC=C1N(CCC1=CCCCC1)C(=O)[C@H](CC(=O)NCC1CCCCC1)C2,-16%
C/C(=N/NC(=O)c1nnn(-c2nonc2N)c1CSc1ccc(C)cc1)c1ccncc1,-9%
O=C(CN(c1ccccc1Cl)S(=O)(=O)c1ccccc1)NC1CC2CCC1C2 (stereo not drawn),-24%
O=C(CNC(=O)N1CC(=O)Nc2ccccc21)Nc1ccc(Cl)cc1Cl,-3%
CCOC(=O)C1=C[C@@H](C(C)(C)C)N(S(=O)(=O)c2ccc(OC)cc2)[C@H]1c1ccccc1,-28%
C=CCCC(=O)N1C[C@H]2CCN(C)[C@H]2C[C@H]1c1ccccc1,6%
O=C(OCc1cn([C@H]2CN(C(=O)C3CCCCC3)[C@@H](c3ccccc3)C[C@@H]2O)nn1)c1ccccc1,-5%
CCc1nc2ccc(C(=O)NC3CCN(C)CC3)cn2c1N(C)CCC(C)C,-7%
COCCn1nnnc1CN(CCc1ccccc1)Cc1cc2cc(OC)ccc2[nH]c1=O,5%
CCOC1(OCC)OC(c2ccccc2)=C(C#N)C(C=Cc2ccccc2)C1(OCC)OCC (stereo not drawn),-28%
CCOC(=O)c1ccc(S(=O)(=O)N2CCC(N3CCCCCC3)CC2)cc1,-9%
Cc1ccc(-c2nc3ccc(Cl)cn3c2CC2CCCCC2)cc1,?
COCCN1C(=O)CCC1(C)c1nnnn1Cc1ccccc1 (stereo not drawn),0%
COc1cccc(C(O)c2nc(-c3ccc(F)c(Cl)c3)cs2)c1 (stereo not drawn),13%
O=C(OCc1ccccc1)N1CCCC2CC1c1ccccc12 (stereo not drawn),0%
COc1ccc(-n2nnnc2C(c2cccs2)N2CCN(C/C=C/c3ccccc3)CC2)cc1 (stereo not drawn),-12%
Cc1ccc(/C=C/C(=O)OCC(=O)N(C)c2c(N)n(Cc3ccccc3)c(=O)[nH]c2=O)o1,4%
Cc1ccc(-c2nc(NCCCN(C)C)c3ccccc3n2)cc1,-32%
CC(C)c1ccc(CC(=O)N2CCC2(C)C(=O)NCc2cccc3ccccc23)cc1 (stereo not drawn),-10%
CC(=O)c1ccc(S(=O)(=O)N2CCN(c3nc(-c4ccccc4)nc4ccccc34)CC2)cc1,10%
O=C(NCc1cc(Cl)cc(Cl)c1)c1ccc2sc([C@@H]3O[C@H](CO)[C@H](O)[C@H](O)[C@H]3O)nc2c1,10%
C=CCC[C@H](CCCCC)OC(=O)/C=C/[C@H](O)[C@@H](O)C[C@@H](O)CC=C,-21%
CN1[C@@H](Cc2ccccc2)COc2cc(N3CCSCC3)ccc2S1(=O)=O,-18%
COc1ccc([C@H]2C[C@@H](n3cc(C4CC4)nn3)[C@H](O)CN2C(=O)C2CCCCC2)cc1,-8%
S=c1ncc2n[nH]nc2[nH]1,7%
Nc1ccn([C@@H]2O[C@H](C(=O)NCc3ccc4c(c3)OCO4)[C@@H](O)[C@H]2O)c(=O)n1,3%
CC(C)C(=O)N1CCC1(C)C(=O)Nc1nc2ccccc2[nH]1 (stereo not drawn),-8%
CC(=O)Nc1ccc(-c2ccnc3c2CC(C)(C(=O)Nc2ccc4c(c2)OCO4)O3)cc1 (stereo not drawn),-19%
O=C1NC[C@H](CCCCN2C[C@H](Cc3ccc(O)cc3)N(CC3CCCCC3)C(=O)C2=O)N(Cc2ccccc2)C1=O,10%
COc1cccc(-c2ccc3c(c2)O[C@@H](CN(C)Cc2cncnc2)[C@@H](C)CN([C@H](C)CO)S3(=O)=O)c1,-17%
Cc1nc(C(F)(F)F)ccc1C(=O)N1CCC1(C)C(=O)NCc1cccs1 (stereo not drawn),7%
C[n+]1ccc(/C=C/c2ccc(C=S)cc2)c2ccccc21,-73%
CC1(C)CC(=O)C=C(Nc2ccc(O)cc2)C1,-16%
Cc1ccc2nc(-c3ccc(Cl)cc3)c(Cc3cccc(Cl)c3)n2c1,10%
Cn1c(=O)c2cc(NC(=S)NC3CC3)ccc2n1Cc1ccccc1,11%
COc1ccc(NC(=O)C2(C)CCN2Cc2ccc(OC(F)(F)F)cc2)cc1OC (stereo not drawn),0%
O=C1C2C3C=CC(CC3)C2C(=O)N1c1ccc(Br)cc1 (stereo not drawn),23%
CC(=O)c1ccccc1C(=O)N1CCCC(CNC(=O)c2ccc(F)cc2)C1 (stereo not drawn),-5%
Cc1ccccc1OCC(=O)OCC(=O)NC12CC3CC(CC(C3)C1)C2,15%
CC1Sc2ccccc2N(Cc2ccc(OC(F)(F)F)cc2)C1=O (stereo not drawn),1%
CCCCc1ccc(S(=O)(=O)NC(=O)C2(C)CCN2C(=O)CCc2cccs2)cc1 (stereo not drawn),20%
Cc1ccc(S(=O)(=O)N2CCC(C(=O)N3CCCCCCC3)CC2)cc1C,-17%
C[C@@H]1CCCCO[C@@H](CN(C)Cc2ccc3c(c2)OCO3)[C@@H](C)CN([C@H](C)CO)C(=O)c2cc(N(C)C)ccc2O1,8%
CCCCCC(=O)N1C[C@@H](O)[C@H](n2cc(C3CC3)nn2)C[C@@H]1c1ccccc1,-4%
CC(OC(=O)c1cccnc1Cl)C(=O)NC1CCCCC1 (stereo not drawn),4%
CCOC(=O)c1c(NC(=O)COC(=O)c2ccc(S(=O)(=O)C(F)F)cc2)sc(C(=O)N(C)C)c1C,5%
Cc1ccc([C@H]2C[C@H](n3cc(-c4ccc(F)cc4)nn3)[C@@H](O)CN2C(=O)c2cccs2)cc1,-31%
COc1ccc(-n2nnnc2C(c2ccccc2OC(F)(F)F)N2CCN(C/C=C/c3ccccc3)CC2)cc1 (stereo not drawn),0%
COc1cccc(Nc2nc(C(N)c3ccccc3)cs2)n1 (stereo not drawn),-16%
N#CC(c1cccc([N+](=O)[O-])c1)C(CC(=O)c1ccccc1)c1ccccc1 (stereo not drawn),-18%
Cc1cc(C)c2c(=O)n3c(nc2c1)C(Cc1ccc(O)cc1)NC(=O)c1cccnc1-3 (stereo not drawn),-9%
Cc1ccc2c(NCc3ccco3)nc(NC(C)C)nc2c1,3%
CCOC1=C2CN(S(=O)(=O)c3ccc(C)cc3)[C@H](c3ccccc3)C[C@@H]2N(S(=O)(=O)c2ccc(C)cc2)[C@H](c2ccccc2)C1,4%
CN(C)c1ccc(C=Cc2nccc3ccccc23)cc1,-24%
CC(=O)Nc1ccc(S(=O)(=O)NCCc2ccc3c(c2)OCCO3)cc1,-4%
COc1ccc(CNC(=O)Nc2ccc3c(c2)c(=O)n(C)n3Cc2cc(C)cc(C)c2)cc1,17%
O=C(Nc1ccc(OCCO)cc1)c1csc([C@@H]2O[C@H](CO)[C@H](O)[C@H](O)[C@H]2O)n1,9%
c1ccc2c(c1)oc1c(-c3cccc4nccn34)cccc12,-6%
# Other records follow:
SMILES,BRCA1 expr up
CCNC(=O)C1(C)CCCN(Cc2cc3ccccc3o2)C1 (stereo not drawn),-8%
CCOC(=O)C1=C(C)N=c2sc(=Cc3cc(Cl)c(OCC(=O)O)c(Cl)c3)c(=O)n2C1c1cccc(OC)c1 (stereo not drawn),-24%
Cc1c(C(=O)NCc2ccc(C(C)C)cc2)sc(=O)n1Cc1cccc(F)c1,-2%
CC(C)c1ccc(Nc2ncc3c(n2)CCN(C(=O)NC2CCCCC2)C3)cc1,25%
CC(=O)Oc1ccccc1Cn1c(C)c(C(=O)NCc2ccc(Cl)c(Cl)c2)sc1=O,-59%
c1cc(-c2ccoc2)n2ccnc2c1,22%
OCC1OC(n2cnc3c(N4CCCC4)ncnc32)C(O)C1O (stereo not drawn),-62%
Cc1ccc(OCC(=O)N2CCc3ccccc3C2)cc1C,71%
CC(C)(C)OC(=O)NCCc1onc(-c2ccc([N+](=O)[O-])cc2)c1C(=O)O,2%
CN[C@H](C)C(=O)NC[C@H]1O[C@@H](n2cc(C)c(=O)[nH]c2=O)C[C@@H]1O,-4%
CC[C@@H]1CC2=C(C(=O)OC(C)(C)O2)[C@@H](c2ccc(Cl)cc2)O1,12%
COc1ccc(S(=O)(=O)N2CCC[C@H]2C(=O)N2CCC[C@H]2C(=O)NCc2ccccc2)cc1C,-8%
COc1ccc(NC(=O)c2cc(C3CCCCN3C(=O)c3ccc(NC(C)=O)cc3)on2)c(C)c1 (stereo not drawn),6%
CCN1C(=O)[C@H]2[C@@H](c3ccc(C)cc3)N[C@]3(CCCN(Cc4ccc(Cl)cc4)C3=O)[C@H]2C1=O,-16%
C[C@H]1CN([C@@H](C)CO)C(=O)CCCn2nncc2CO[C@H]1CN(C)C(=O)C1CC1,5%
CCCCCn1nnnc1-c1nc2cc(C)c(C)cc2[nH]c1=O,-35%
COc1ccc2ccc(OC)c(/C=N/NC(=O)c3cc4ccccc4o3)c2c1,-21%
CC(=O)Nc1ccc(C(=O)NNC(=O)c2csc(N3CCOCC3)n2)cc1,7%
NC(=O)c1ccc(NC(=O)COC(=O)CCC2CCCC2)cc1,1%
CCOC(=O)CCCCCC(=O)Nc1ccc2c(c1)C(=O)N([C@@H](C)CO)C[C@H](C)[C@H](CN(C)C(=O)Nc1ccc(C(F)(F)F)cc1)OCCCC[C@H](C)O2,18%
COc1ccc(CN2C(=O)C(CC(=O)NCCCN(C)C)CC(C(=O)N(C)C)=C2C)cc1 (stereo not drawn),22%
OCCCNc1ncnc2c1ncn2[C@H]1CN(C2CCCC2)C[C@@H](CO)O1,7%
COc1ccc(C(C)(NC(C)=O)c2nc(/C=C/c3ccccc3)cs2)cc1 (stereo not drawn),-1%
COc1ccc(NC(=O)C2(C)CCN2Cc2cccc(OC)c2OC)cc1OC (stereo not drawn),-4%
CCOC(=O)[C@]12CCCC=C1N(Cc1ccc3c(c1)OCO3)C(=O)[C@H](CC(=O)NCCCOC)C2,16%
CCOC(=O)c1cc2c(OC)c(OC)ccc2c2[nH]cc(C#N)c(=O)c12,-18%

# Bioassay records deposited in PubChem by National Center for Advancing Translational Sciences (NCATS).
